Assay outcomes: PubChem BioAssay, several laboratories
ABHD5-PLIN5 inh = ABHD5-PLIN5 interaction inhibitors, primary screen, cell lysate, split luciferase complementation, luminescence; Perilipin-5 (Homo sapiens) + 1-acylglycerol-3-phosphate O-acyltransferase ABHD5 (Homo …; Split G. princeps luciferase complementation, 4 h; AID 602281, 2012; inhibition, % at 4 µM; 360,000 tested, 0.78% active;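 active means inhibition above the mean inhibition across every tested compound plus 3 SD, cut at about 22% in these data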;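 further: 0% = DMSO only wells and the 100% control is not disclosed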
ABCB6 inh MLPCN = ABCB6 transporter inhibitors, primary screen, K562-ABCB6 cells, flow cytometry, MLPCN library; fluorescence ratio to DMSO, % at 10 µM; AID 602162, 2011; ATP-binding cassette sub-family B member 6 (Homo sapiens), Q9NP58; K562-ABCB6 porphyrin accumulation, 1 h; stronger effect = lower value; 360,000 tested, 0.19% active;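 active means fluorescence ratio to DMSO below 75%, the collection mean minus 3 SD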;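 further: signal is porphyrin accumulated inside mitochondria; 100% equals median channel fluorescence of DMSO control wells; lower ratio means ABCB6 inhibition with less porphyrin fluorescence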
Target sequence (Q9NP58 whole entry, looked up): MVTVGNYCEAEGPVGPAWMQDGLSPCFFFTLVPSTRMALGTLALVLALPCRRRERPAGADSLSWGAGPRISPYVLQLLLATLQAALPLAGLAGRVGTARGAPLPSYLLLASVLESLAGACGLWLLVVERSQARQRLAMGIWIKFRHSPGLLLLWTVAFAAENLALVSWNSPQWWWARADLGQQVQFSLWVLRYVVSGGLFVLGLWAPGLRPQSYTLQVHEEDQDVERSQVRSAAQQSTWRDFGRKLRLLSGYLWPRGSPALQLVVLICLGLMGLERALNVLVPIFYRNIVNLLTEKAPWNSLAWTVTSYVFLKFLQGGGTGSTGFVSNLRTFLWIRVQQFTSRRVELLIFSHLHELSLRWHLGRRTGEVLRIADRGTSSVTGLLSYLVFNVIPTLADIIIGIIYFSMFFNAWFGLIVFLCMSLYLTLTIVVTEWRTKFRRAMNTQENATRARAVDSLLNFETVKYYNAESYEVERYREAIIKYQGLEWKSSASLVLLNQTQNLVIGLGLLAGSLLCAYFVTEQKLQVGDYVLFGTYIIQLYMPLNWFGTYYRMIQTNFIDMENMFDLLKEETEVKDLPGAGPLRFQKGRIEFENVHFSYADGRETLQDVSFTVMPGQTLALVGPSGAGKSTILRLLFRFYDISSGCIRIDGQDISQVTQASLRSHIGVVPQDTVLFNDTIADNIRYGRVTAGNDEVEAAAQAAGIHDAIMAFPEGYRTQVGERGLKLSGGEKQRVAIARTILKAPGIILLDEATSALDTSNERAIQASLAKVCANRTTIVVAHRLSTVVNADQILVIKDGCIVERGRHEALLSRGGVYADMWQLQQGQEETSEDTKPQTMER
MC4R antag cAMP = MC4R antagonists of cAMP signaling, primary screen, cell-based, TR-FRET, antagonist arm of biased-ligand search. Melanocortin receptor 4 (Homo sapiens), P32245. MC4R-expressing cells, MTII-stimulated cAMP, LANCE TR-FRET. inhibition, % at 6.5 µM. 360,000 tested, 0.48% active;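 active means inhibition above its plate's cutoff, the mean of tested wells on that plate plus 3 SD, cut at about 29% in these data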;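 further: 0% = Melanotan II alone and 100% = Melanotan II plus saturating MCL0020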
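System – human MC4R-expressing U2OS cells · Also added – Melanotan II · Dosing – one concentration, 6.5 µM nominal · Timing – 30-min compound, 1-h challenge, 1-h detection, room temperature · Measured by – Eu-cAMP/anti-cAMP TR-FRET, emission 671 nm · Replicates – singlicate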
H9c2 protect = cardioprotection against H2O2-induced cell death, primary screen, uHTS, H9c2 cells, ATPLite luminescence | H9c2 cardiomyocytes, H2O2 injury protection, 2 h | protection from H2O2 cell death, % at 20 µM | 360,000 tested, 0.63% active;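 active means compounds giving at least 50% protection of heart cells from peroxide-induced death in the single-dose screen, raw or plate-pattern-corrected value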;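 further: 0% = DMSO wells with peroxide and 100% = DMSO wells without peroxide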
MC4R barr agon = MC4R agonists recruiting beta-arrestin, primary screen, cell-based, luminescence, agonist arm of biased-ligand search; U2OS MC4R beta-arrestin complementation; percent of melanotan II response, DMSO zero; activation, % at 8.9 µM; 360,000 tested, 0.98% active;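 active means activation above a per-plate cutoff, the mean activation of sample wells on that plate plus 3 SD, cut at about 8% in these data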
aDG glyco act = activators of alpha-DG glycosylation, primary screen, uHTS, Pro5-aDG cells, AlphaScreen; alpha-DG glycosylation AlphaScreen (IIH6); 0% Pro5, 100% B10-LARGE cell signal; 360,000 tested, 0.22% active; activation, % at 10 µM;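 active means activation of at least 8% versus controls, or a plate z-score of at least 8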;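 further: Pro5 are CHO cells carrying HIG-tagged alpha-DG that lacks glycosylation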
iPSC survival up = enhancers of single-cell hiPSC survival, primary screen, ATPlite luminescence. 100% = ROCK inhibitor wells, 0% = DMSO. survival enhancement, % at 20 µM. 360,000 tested, 0.044% active; in the data active means survival enhancement above about 18%;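 further: cells exposed to compounds for 16 hours before the ATP read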
Granule exo inh = LAMP-1 surface exposure blockers, TALL-104 cells – cell-based, flow cytometry, MLPCN library, primary screen; TALL-104 LAMP-1 surface exposure; cells stimulated with thapsigargin and PMA; inhibition, % at 10 µM; 360,000 tested, 0.66% active; AID 651702, 2012;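 active means inhibition above about 55%, limit read from the data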
m5-HT2A agonist = mouse Htr2a agonists via beta-arrestin recruitment, primary screen, cell-based, luminescence; 5-hydroxytryptamine receptor 2A (Mus musculus), P35363; CHO-K1 mHTR2A beta-arrestin complementation; percent of 30 µM serotonin response; 360,000 tested, 0.66% active; activation, % at 7.6 µM;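 active means activation above a run cutoff, the mean activation of all tested compounds plus 3 SD, cut at about 14% in these data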;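 further: 0% = plate median of compound wells and 100% = 30 µM serotonin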
Glyco luc inh = increase of ERlucT glycosylation luciferase signal, primary screen, N-linked glycosylation inhibitor project, D54 ERlucT cells, luminescence, set 2 | D54 ERlucT glycosylation luciferase reporter, 24 h; percent of 100 nM tunicamycin response | reporter increase, % at 12.5 µM | 360,000 tested, 0.23% active | AID 588692, 2011;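 active means mean luciferase reporter signal, scaled so untreated is 0 and the glycosylation-blocking control 100, at or above a set limit in every replicate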;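 further: luciferase carries N-glycosylation sites so blocking glycosylation raises the light; 0% = median of neutral control wells and 100% = median of 100 nM tunicamycin wells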
Starred values were filed as active, the others as inactive.

SMILES	ABHD5-PLIN5 inh	ABCB6 inh MLPCN	MC4R antag cAMP	H9c2 protect	MC4R barr agon	aDG glyco act	iPSC survival up	Granule exo inh	m5-HT2A agonist	Glyco luc inh
NC(=O)C(c1ccc(Cl)cc1)c1ncc(C(F)(F)F)cc1Cl (stereo not drawn)	-1	102	0	2	3.3	-0.2	-1.3	-2	0	1
CCOc1ccc(NC(=O)c2ccc(NC(=O)c3cn4c5c(c(N6CCN(C)CC6)c(F)cc5c3=O)OCC4C)cc2)cc1 (stereo not drawn)	7	92	7	9	-2.4	0.4	-3.4	18	0	-3
Cc1cnc(C(=O)Oc2ccc(-c3ccccc3)cc2)cn1	-6	148	-1	-3	0.1	0.1	2.4	0	4	3
CN(c1ccc(C(=O)Nc2cccnc2)cc1)S(=O)(=O)c1ccccc1	-10	97	0	-2	-0.8	-0.1	2.1	14	0	0
CCCCCCc1c(C)c2ccc(OCC(=O)N[C@@H](Cc3ccccc3)C(=O)O)cc2oc1=O	0	105	4	-2	-0.3	-0.2	-2.8	-4	-1	2
CC(C(=O)OCC(=O)c1cccc([N+](=O)[O-])c1)N1C(=O)C2C3C=CC(C3)C2C1=O (stereo not drawn)	4	96	-5	5	-0.3	0.1	0.3	10	1	3
O=C(NCc1ccccc1)c1n[nH]nc1-c1ccccc1O	12	112	-9	-8	3.6	-0.2	-2.0	0	-1	2
O=C1NC(=O)c2c(NC(=O)C3CCCO3)cccc21 (stereo not drawn)	10	100	-9	10	0.8	0.2	0.9	8	3	1
Cc1onc(-c2ccccc2Cl)c1-c1nc(-c2ccncc2)no1	1	98	6	-9	1.6	0.0	6.8	-6	-3	-2
Cc1c(Br)c([N+](=O)[O-])nn1C(C)C(=O)N1CCCc2ccccc21 (stereo not drawn)	-5	97	18	1	0.8	0.3	-1.2	3	5	-3
CSc1ccc(CN2C(=O)NC3(CCCCC3)C2=O)cc1	3	96	5	5	-1.4	-0.2	-0.2	-2	2	2
CCn1c(SCC(=O)N2CCCCC2)nc(O)cc1=O	6	92	1	0	-2.3	0.2	0.4	0	5	5
Cc1ccc(S(=O)(=O)N2CCOCC2)cc1C(=O)Nc1ccccc1N1CCOCC1	-1	101	2	7	1.2	-0.1	-0.1	-2	5	2
COC(=O)c1cc(-c2ccccc2)n[nH]1	1	95	-5	11	-1.5	-0.1	-0.3	-1	-4	0
CCOC(=O)N1CCC(N2CCCC(CO)(Cc3cccc(OC)c3)C2)CC1 (stereo not drawn)	0	100	8	2	-1.5	-0.1	-0.9	8	9	1
Cn1c(=O)c2c(ncn2CC(=O)OCC(=O)NCCc2ccccc2)n(C)c1=O	-7	97	4	7	-3.0	-0.2	0.6	-4	-1	2
COc1ccc(Nc2nc(C(=O)N3CCc4cc(OC)c(OC)cc4C3)cs2)cc1	15	95	0	74*	8.0	-0.4	-0.2	7	2	-1
Cc1ccc(-c2noc(CN(C)C(=O)c3ccoc3C)n2)cc1	5	99	3	-4	3.0	-0.1	-0.8	-2	-1	1
COc1ccc(NC(=O)CS(=O)CC(=O)Nc2cccnc2)cc1 (stereo not drawn)	4	93	2	3	0.4	-0.1	0.3	10	1	3
Cc1ccc(/C=C2\SC(=S)N(CCCC(=O)Nc3ccccc3C(=O)O)C2=O)cc1	-5	96	1	-9	0.3	-0.3	-0.2	3	-8	-1
COc1ccc(C2=CCN3CCCCC3C2)c(-c2ccc(OC)c(OC)c2)c1 (stereo not drawn)	-3	105	2	6	-1.8	-0.1	0.5	-4	-8	-7
CCOc1ccc(S(=O)(=O)NCC(=O)N(C)Cc2cccnc2)cc1	2	102	2	7	-1.2	-0.1	-0.5	-4	6	0
NC(=O)C1CCN(C(=O)CCSCc2ccccc2)CC1	-3	99	0	8	-0.9	0.0	0.3	-3	14	-1
COC(=O)c1cccc(C(=O)N2CCCC(C(=O)c3cc(F)ccc3F)C2)c1 (stereo not drawn)	7	100	6	8	-0.6	0.1	-0.6	-5	11	-2
CCCC(=O)NC(Nc1ccc(S(=O)(=O)Nc2cc(C)on2)cc1)(C(F)(F)F)C(F)(F)F	7	101	8	-5	-2.8	-0.1	-3.6	3	-4	3
COc1ccc(-c2cc(NC=O)c3ncc(-c4cccc(C(=O)N(C)C)c4)n3c2)c(OC)c1	0	101	-28	35	5.9	-0.3	-0.3	-3	-3	1
Cc1ccc2c(nc3s/c(=C\c4ccc(-c5ccccc5C(=O)O)o4)c(=O)n32)c1C	1	130	18	-6	-2.1	-0.2	-0.3	2	-5	4
CCC(C)Oc1cccc(C(=O)Nc2ccccc2N2CCOCC2)c1 (stereo not drawn)	-3	98	-2	3	-1.3	0.2	-1.9	0	-3	11
O=C1c2ccccc2C(=O)c2c1cccc2N(CCO)CCO	0	98	-12	1	-1.5	-0.1	-0.7	-6	-1	8
Cn1c(NCC(O)CO)nc2c1c(=O)n(Cc1ccc(Cl)c(Cl)c1)c(=O)n2C (stereo not drawn)	9	95	7	29	-0.8	-0.3	-0.7	0	3	0
COC(=O)COc1ccc(S(=O)(=O)N2CCOCC2)cc1C	-4	87	4	9	1.5	-0.2	-1.0	-1	-2	1
NC(=O)NN=C1CCN2CCCc3cccc1c32	-1	96	0	2	-2.5	0.1	2.8	-2	-3	1
O=C(NC1CCCN(C2Cc3ccccc3C2)C1)c1ccc(F)cc1Cl (stereo not drawn)	2	93	3	-2	-1.2	0.2	-0.1	0	-10	1
COC(=O)C1=C(C(=O)OC)[C@@H]2N(Cc3ccccc3)c3ccccc3[C@@]23C[C@@H](C(=O)OC)N=C3N1	7	97	9	-14	-0.8	0.0	0.0	40	2	1
CCN(CC)c1ccc(/C=C(/C#N)C(=O)NC(C)C)o1	10	95	-4	-3	1.6	0.4	1.3	1	-3	-3
C#CCOCCOCCOCCNc1nc(N2CCN(C(=O)[C@H](CCCCN)n3cc(C(N)CC(C)C)nn3)CC2)nc(N2CCN(C(=O)[C@H](CCC(=O)O)n3cc(C(N)[C@H](C)CC)nn3)CC2)n1 (stereo partly drawn)	4	98	6	5	-0.5	-0.1	-0.8	4	1	2
COC(=O)c1cc(C#N)c(Oc2cccc(C)c2C)nc1C	-6	80	2	-8	-1.5	-0.1	-1.0	-4	5	-5
O=S(=O)(NC1CCN(Cc2ccccc2)CC1)c1ccc2ccccc2c1	4	104	0	-10	1.9	0.0	3.2	-5	-3	0
COc1cc(C(=O)NCc2ccccc2Cl)ccc1OCC(=O)N1CCOCC1	4	98	11	-1	-4.1	-0.2	0.1	-4	3	1
CC(C(=O)NCc1ccccc1)N1C(=O)c2ccccc2C1=O (stereo not drawn)	-1	102	10	2	1.0	0.0	0.1	2	6	0
CCOC(=O)C1=C(COC(=O)[C@H](C)NS(=O)(=O)c2ccccc2F)NC(=O)NC1C (stereo partly drawn)	-5	96	1	12	-1.0	-0.1	-1.8	3	-6	1
CN(C)c1ccc2c(c1)Sc1cc(N(C)C)ccc1N2C(=O)c1ccccc1	-4	73*	14	-6	-3.1	-0.2	0.7	-26	-12	-2
Cc1[nH]c(-c2ccc(F)cc2)cc1C(=O)N1CCN(c2ccccc2F)CC1	-9	95	1	-6	1.4	-0.1	0.1	12	-4	-1
CCOc1ccc(OCCC(=O)OC(C)C(=O)Nc2ccc(Cl)cn2)cc1 (stereo not drawn)	9	101	7	-4	-3.2	0.1	0.0	-7	-6	-1
CCC(C)(C(=O)NC1CCCCC1)N(C(=O)CC1NC(=O)NC1=O)c1c(C)n(C)n(-c2ccccc2)c1=O (stereo not drawn)	-1	99	11	2	-1.5	0.0	-0.5	0	3	1
Cc1cc(C(C)(C)C)oc1C(=O)N(CC(=O)NC1CCCC1)Cc1ccc(Cl)cc1	3	98	13	-1	1.3	1.5	-0.9	7	-3	-5
Nc1c(S(=O)(=O)c2cccc(Cl)c2)c2nc3ccccc3nc2n1CCN1CCOCC1	8	95	9	0	-1.8	0.0	6.2	-1	6	1
CC(=O)Nc1ccc(NC(=O)C(=O)NCC(c2ccco2)N2CCc3ccccc32)cc1 (stereo not drawn)	8	98	1	-2	1.7	2.8	1.7	-1	1	16
COc1cc([N+](=O)[O-])ccc1NC(=O)CN1CCOCC1	5	99	8	3	0.5	0.0	0.0	7	7	1
CC(=O)Nc1cccc(NC(=O)c2ccc3c(c2)CCN3S(C)(=O)=O)c1	-2	99	13	2	1.4	-0.1	-0.5	7	-2	2
Cc1cc(C)c(NC(=O)CCN2CCN(Cc3ccccc3)CC2)c(C)c1	-2	97	-6	-2	-0.6	0.2	1.1	16	-1	0
O=C(O)c1ccc(N=NN2CCOCC2)cc1	13	97	-3	-3	-2.4	-0.1	-0.8	0	-7	3
CCS(=O)(=O)N1CCN(Cc2ccc([N+](=O)[O-])cc2)CC1	-1	101	6	3	-1.5	-0.2	0.4	3	2	6
CCc1nnc(NS(=O)(=O)c2ccc(NC(=O)c3cc(Cl)ccc3[N+](=O)[O-])cc2)s1	-2	93	-5	5	-1.1	-0.2	-0.3	-6	-1	1
Cc1cccc(C)c1NC(=O)COC(=O)c1cc(=O)[nH]c2ccccc12	-3	93	-5	16	-3.3	-0.2	-0.5	-2	4	0
COc1ccc(OC)c(NC(=O)N2CCCc3ccccc32)c1	-1	99	14	4	-1.9	0.3	-0.1	0	-1	0
O=C(NNC(=O)c1ccc(=O)[nH]c1)c1ccc(NS(=O)(=O)c2cccs2)cc1	-13	96	2	12	-2.3	-0.5	-1.5	-5	0	0
COc1cc2c(cc1NC(=S)Nc1cccc3ccccc13)oc1ccccc12	-11	124	3	-12	-0.9	0.0	-4.0	0	-5	-3
COc1ccc(NC(=O)C(=O)c2cn(CC(=O)N3CCOCC3)c3ccccc23)cc1OC	5	103	2	4	0.1	-0.2	-0.6	4	0	5

Reformatted as a markdown table: entries from further up.
| canonical_smiles | ABHD5-PLIN5 inh | ABCB6 inh MLPCN | MC4R antag cAMP | H9c2 protect | MC4R barr agon | aDG glyco act | iPSC survival up | Granule exo inh | m5-HT2A agonist | Glyco luc inh |
| --- | --- | --- | --- | --- | --- | --- | --- | --- | --- | --- |
| Cc1cccc(C)c1NC(=O)COC(=O)c1cc(=O)[nH]c2ccccc12 | -3 | 93 | -5 | 16 | -3.3 | -0.2 | -0.5 | -2 | 4 | 0 |
| CCS(=O)(=O)N1CCN(Cc2ccc([N+](=O)[O-])cc2)CC1 | -1 | 101 | 6 | 3 | -1.5 | -0.2 | 0.4 | 3 | 2 | 6 |
